# KB-3-1 cytotox: qHTS assay for MDR1-selective chemotherapeutics: Primary screen using the parental adenocarcinoma cell KB-3-1 | KB-3-1 viability, CellTiter-Glo ATP luminescence, 72 h | Potency, µM (top dose mostly 46.1 µM), without a hit: top-dose activity change, negative = cytotoxic, hits mostly cytotoxic | 400,000 tested, 1.4% active; note: potency is the fitted concentration of half-maximal effect; % is set by controls: 0 for no effect and ±100 for the full control effect; nearly all actives have a fitted effect of over 60% in size
#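 KB-3-1 parental drug-naive adenocarcinoma cells in DMEM/10% FBS, incubated 72 h at 37 C with pin-transferred compounds across a concentration series. Viability by CellTiter-Glo luminescence; concentration-response curves fitted after normalization.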
# SW480 rerep: A quantitative high throughput screen for small molecules that induce DNA re-replication in SW480 colon adenocarcinoma cells; SW480 DNA re-replication, Hoechst DNA content imaging, 48 h; Potency, µM (titrated, usually from 46.1 µM), inactives show at the top dose re-replication activation, most hits filed as activators; 340,000 tested, 1.8% active; AID 624297, 2012; note: potency is the fitted concentration of half-maximal effect; % of control where 0% means no effect; nearly all actives have a fitted effect of over 55% in size
#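 SW480 cells exposed to compounds for 48 hr at 37 C, 5% CO2, then Hoechst-stained 40 min. Nuclear DNA content imaged by fluorescence scanning (405 nm excitation, 500-530 nm emission); re-replication scored as increased high-intensity nuclei.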
# MCF10A rereplic: A quantitative high throughput screen for small molecules that induce DNA re-replication in MCF 10a normal breast cells | MCF 10A DNA re-replication, Hoechst nuclear intensity, 48 h | Potency, µM (doses to about 46.1 µM), without a hit: at the top dose activity, positive = re-replication, most hits filed as activators | 350,000 tested, 2.9% active; note: potency is the fitted concentration of half-maximal effect; % of control where 0% means no effect; nearly all actives have a fitted effect of over 50% in size
# HT1080NT lethal: qHTS for induction of synthetic lethality in tumor cells producing 2HG: qHTS for the HT-1080-NT fibrosarcoma cell line. HT-1080-NT fibrosarcoma viability, CellTiter-Glo ATP luminescence, 48 h. Potency, µM (doses to about 46.1 µM), for inactives: at the highest dose activity, negative = less viability, actives largely listed as cytotoxic. 360,000 tested, 1.6% active;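 note: NT is the 2HG producing partner of a matched IDH1 knockdown line; potency is the fitted concentration of half-maximal effect; 0% = DMSO-treated cells and -100% = media-only wells without cells; nearly all actives have a fitted effect of over 55% in size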
#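 Compounds were tested in concentration-response format on HT-1080-NT cells for 48 hours at 37 degrees C. Cell viability came from CellTiter-Glo luminescence; curves were classified by r2, response magnitude and activity.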
# IL1B secr inh: qHTS for Inhibitors of Inflammasome Signaling: IL-1-beta AlphaLISA Primary Screen; THP-1 LPS/ATP IL-1B secretion, AlphaLISA, 16 h; stronger effect = lower value; activity change, % at 57.5 µM; 360,000 tested, 4.7% active; AID 743279, 2014; in the data active = activity change below about -50%; inconclusive = mostly about -30% to -49%; note: % is set by controls: 0 for no effect and ±100 for the full control effect
#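 Secreted IL-1B measured by AlphaLISA bead assay after 16 h compound exposure of THP-1 cells; compounds (final up to 57.5 uM) added 1 h before LPS (250 ng/mL) and ATP (1.25 mM) stimulation; lower signal means less secretion.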
# ATXN viability: Viability Counterscreen for Primary qHTS for Inhibitors of ATXN expression; Potency, µM (top dose mostly 56.7 µM), hits mostly cytotoxic; 400,000 tested, 0.49% active; AID 651635, 2014; S2 cells (HEK-293 line with an ATXN2-luciferase reporter) viability, CellTiter-Fluor protease fluorescence, 24 h; note: potency is the fitted concentration of half-maximal effect; nearly all actives have a fitted effect of over 40% in size
# ATXN2 expr inh: Primary qHTS for Inhibitors of ATXN expression; 360,000 tested, 0.72% active; HEK-293 ATXN2-luciferase reporter, luminescence, 24 h; Potency, µM (series often up to 57 µM), for inactives: at the highest dose activity change, negative = inhibition, actives largely listed as inhibitors; note: potency is the fitted concentration of half-maximal effect; % is set by controls: 0 for no effect and ±100 for the full control effect; nearly all actives have a fitted effect of over 55% in size
#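 ATXN2-luciferase reporter cells (luciferase flanked by upstream and downstream ATXN2 gene portions) were treated 24 h at 37 °C with compounds at up to 57 uM. SteadyGlo luminescence gave expression; GF-AFC fluorescence gave viability.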
# KB-V1 cytotox: qHTS assay for MDR1-selective chemotherapeutics: Primary screen using the drug-selected MDR subline cells KB-V1; Potency, µM (doses to about 46.1 µM), for inactives: top-dose activity change, negative = cytotoxicity, usual class: cytotoxic; 400,000 tested, 3.4% active; KB-V1 MDR cells viability, CellTiter-Glo, 72 h; AID 1347076, 2019; note: potency is the fitted concentration of half-maximal effect; % is set by controls: 0 for no effect and ±100 for the full control effect; nearly all actives have a fitted effect of over 60% in size
#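 Cytotoxicity via CellTiter-Glo luminescence after 72 h compound exposure at 37 degrees C. Cells: drug-selected KB-V1 line, DMEM phenol-red free plus 10% FBS. Compounds tested at multiple concentrations; normalized data fitted to concentration-effect curves.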
# HT1080 IDH1KD tx: qHTS for induction of synthetic lethality in tumor cells producing 2HG: qHTS for the HT-1080-IDH1KD cell line. 360,000 tested, 2% active. Potency, µM (top dose mostly 46.1 µM), for inactives: at the highest dose activity, negative = toxicity, usual class: cytotoxic. AID 686971, 2013. HT-1080 IDH1 knockdown viability, ATP luminescence, 48 h;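 note: potency is the fitted concentration of half-maximal effect; 0% = DMSO wells and -100% = cell-free medium wells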
#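 Assay cells: HT-1080 with IDH1 knockdown, 750 per well, RPMI/5% FBS. Exposure: 48 h at 37 °C following 2 h pre-incubation. Read: CellTiter-Glo luminescence; fitted concentration-response, curve class assigned.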
# Starred values were filed as active, the others as inactive; i = inactive; ? = inconclusive; nt = no result given; & = joins results of further samples; [ ] = remark or other dose. Unless noted, calls come from the whole dose curve; as a rule, active = well fitted curve in the direction sought with a large enough effect; inconclusive = small, poorly fitted or top-dose-only effect, or another doubt; inactive = no such curve, though single readings can be large; an effect the other way counts as inactive or inconclusive.
SMILES,KB-3-1 cytotox,SW480 rerep,MCF10A rereplic,HT1080NT lethal,IL1B secr inh,ATXN viability,ATXN2 expr inh,KB-V1 cytotox,HT1080 IDH1KD tx
CCOP(=O)(c1c(F)c(F)c(F)c(F)c1F)C1(O)CCCCC1 (configuration not stated),13%,-2%,0%,21%,17,i,-5%,?,11%
COc1ccc(CCC(=O)NCC2CCCCC2)cc1OC,?,2%,-1%,5%,26,i,-6%,4%,7%
COCCCN1CC(=O)N2C(c3cccc(OC)c3OC)c3[nH]c4ccccc4c3C[C@H]2C1=O (some centres not stated),0%,-6%,-3%,4%,-16,?,nt,17%,0%
N#Cc1cccc(NC(=O)CNC(=O)Cc2ccccc2)c1,7%,-7%,-5%,6%,22,i,-18%,8%,2%
Cc1cccc2c1-c1sc(C(=O)N3CCN(c4cccc(Cl)c4)CC3)cc1CO2,3%,nt,nt,nt,nt,i,12%,-16%,nt
COCCNC(=O)c1onc(CSc2cc(C)cc(C)c2)c1C(=O)NCCOC,-2%,-16%,3%,12%,-3,i,7%,?,8%
Cc1[nH]c(=O)c(C#N)c(C)c1Br,5%,-13%,-6%,5%,35,i,-4%,-9%,5%
CC(=O)c1ccc(N2CCN(S(=O)(=O)c3cccc4nsnc34)CC2)cc1,4%,-121%[inhibitor],5%,10%,8,i,9%,?,9%
CCOc1ccccc1CNC(=O)C1CCCN(c2nnc(C)c3c(C)n(-c4ccccc4)nc23)C1 (configuration not stated),?,?,15µM*,21µM*,-8,7.9µM*,?,?,18µM*
CN(C1(C)CCS(=O)(=O)C1)S(=O)(=O)c1ccc2ccccc2c1 (configuration not stated),-7%,20%,-18%,-7%,?,i,-6%,0%,-2%
Cc1cc(C(C)(C)C)c(O)c(C)c1CC1=NCCN1,-1%,21%,-11%,-4%,-17,i,-22%&2%&-14%,3%,-11%
O=C(CCCCCn1c(=O)[nH]c2ccsc2c1=O)NCc1ccc(F)cc1,6%,0%,14%,-6%,8,i,0%,1%,0%
CCOC(=O)C(Cc1ccc(OC)c([N+](=O)[O-])c1)NC(=O)CCC(=O)Nc1ccc(C)cc1 (configuration not stated),0%,4%,0%,20%,-1,i,-2%,24%,-3%
COc1ccc(S(=O)(=O)N(C)CC(=O)Nc2ccccc2C(F)(F)F)cc1OC,0%,-3%,17%,11%,-11,i,-2%,0%,1%
CC1CC(C)CN(C(=O)COC(=O)c2ccc3c(c2)OCCO3)C1 (configuration not stated),6%,3%,-3%,0%,-4,?,13%,3%,0%
Cc1cc(C)n(-c2nc3ccccc3nc2N2CCOCC2)n1,7%,-3%,-2%,4%,13,?,1%,3%,2%
Cc1c(NC(=O)c2ccc(-c3cccc([N+](=O)[O-])c3)o2)c(=O)n(-c2ccccc2)n1C,14%,-5%,-12%,-10%,-7,i,5%,-3%,-9%
Cc1c(NC(=O)Nc2cccc(C#N)c2)c(=O)n(-c2ccccc2)n1C,7%,-13%,1%,6%,0,i,20%,13%,4%
CC(C)(C)NS(=O)(=O)c1ccc(OCC(=O)NCc2ccco2)cc1,1%,1%,-3%,-1%,6,?,4%,4%,-9%
O=C(NCc1ccccc1Cl)c1ccc2c(c1)ncn2-c1cccc(F)c1,18%,nt,nt,nt,nt,i,0%,4%,nt
CC1CCCCN1C(=O)CSc1nnc(-c2ccco2)o1 (configuration not stated),4%,-4%,-9%,16%,-13,i,-21%,-18%,-4%
CCOC(=O)N1CCN(S(=O)(=O)c2ccc(F)c(C(=O)Nc3cccc(Cl)c3C)c2)CC1,-5%,-119%&13%[inhibitor],11%&-35%,-8%,?,i,-29%,3.3µM*,-18%
COc1ccc(NC(=O)CN(c2cc(C)cc(C)c2)S(=O)(=O)c2c(C)noc2C)cc1Cl,9%,nt,nt,nt,nt,?,?,-1%,nt
COc1ccc(CC(=O)Nc2nc(-c3ccccc3)c(C(C)=O)s2)cc1OC,10%,?,?,-19%,?,i,-19%,-3%,-22%
Cc1noc(C)c1COc1ccc(C(=O)O)cc1,31%,-13%,13%,?,15,i,7%,0%,5%
# Continuation:
SMILES,KB-3-1 cytotox,SW480 rerep,MCF10A rereplic,HT1080NT lethal,IL1B secr inh,ATXN viability,ATXN2 expr inh,KB-V1 cytotox,HT1080 IDH1KD tx
C[C@]12C(=O)N(c3ccc(Cl)cc3)C(=O)N1[C@H]1c3ccccc3OC[C@@H]1[C@H]2c1ccccc1,-11%,2%,2%,-13%,-6,i,8%,-10%,-19%
Cc1ccc(Oc2ccc3c(c2)C(=O)N(c2cccc4cccnc24)C3=O)cc1,3%,-39%[inhibitor],-186%[0.0737 µM],1%,2,i,-2%,18%,7%
COc1ccc2c(CCNC(=O)c3ccco3)c[nH]c2c1,0%,-4%,6%,1%,3,i,19%,?,-2%
Oc1ccc(Br)cc1CN1CCCCCCC1,-13%,-7%,-6%,5%,3,i,-1%,1%,?
CC(C)C[C@H]1CN([C@@H](Cc2ccc(O)cc2)CN2CCC[C@H]2CN2C(=O)C(=O)NC[C@@H]2Cc2ccccc2)C(=O)C(=O)N1CC1CCCCCC1,-17%,nt,nt,-2%,-82*,?,?,2%,-6%
CC(C)c1onc(C(=O)N2CCCCCC2)c1[N+](=O)[O-],3%,0%,4%,4%,0,i,1%,-4%,-5%
C=CC[C@]12C=C(OC)C(=O)C=C1O[C@@H](c1ccc3c(c1)OCO3)[C@H]2C,0%,2%,29%,1%,-6,i,-2%,11%,5%
N#C/C(=C\c1c(N2CCCCCC2)nc2ccccn2c1=O)C(N)=O,-15%,-5%,-7%,9%,-13,i,21%,12%,18%
O=C(NNS(=O)(=O)Cc1ccccc1)c1ccc([N+](=O)[O-])cc1,-4%,14%,-2%,-3%,0,i,nt,?,-3%
Cc1ccc(OCC(=O)Nc2nnc(SCc3cc(=O)c4ccccc4[nH]3)s2)cc1,12%,nt,nt,nt,nt,i,-12%,0%,nt
COc1ccc(-c2csc(Cc3nnc4n3CCCCC4)n2)cc1,5%,-36%,14%,1%,2,i,0%,-26%,-1%
COc1cccc(-c2cnc(NCc3ccccc3Cl)n2C)c1,-14%,nt,nt,nt,nt,i,2%,-28%,nt
CCc1nnc(NC(=O)Cc2cccs2)s1,-5%,1%,-2%,3%,49,i,17%,6%,-2%
COc1ccccc1N=Nc1c(C)[nH]n(-c2ccccc2)c1=O,11%,-23%,?,9%,70,i,2%,18%,2%
C(=N\Nc1cc(N2CCCCC2)ncn1)/c1ccco1,-3%,-4%,6%,-1%,-12,?,54%[activator],0%,8%
CCCCOc1ccc(N2C(=O)C(C)CNC2=S)cc1 (configuration not stated),-22%,-3%,1%,11%,42,i,11%,-17%,4%
COc1ccc(-c2cc(C(F)(F)F)n3nc(C(N)=O)cc3n2)cc1,0%,nt,nt,23%,23,i,nt,-14%,19%
CN(CC(=O)Nc1ccccc1C(F)(F)F)C(=O)Cc1ccccc1F,5%,2%,-11%,13%,2,i,4%,14%,21%
O=C(NCCN1CCC(n2c(=O)[nH]c3ccccc32)CC1)c1c(F)cccc1F,?,nt,nt,4%,-64*,i,7%,?,6%

# Taken from the results shown, nine compounds:
SMILES,KB-3-1 cytotox,SW480 rerep,MCF10A rereplic,HT1080NT lethal,IL1B secr inh,ATXN viability,ATXN2 expr inh,KB-V1 cytotox,HT1080 IDH1KD tx
COc1ccc(-c2csc(Cc3nnc4n3CCCCC4)n2)cc1,5%,-36%,14%,1%,2,i,0%,-26%,-1%
COc1cccc(-c2cnc(NCc3ccccc3Cl)n2C)c1,-14%,nt,nt,nt,nt,i,2%,-28%,nt
CCc1nnc(NC(=O)Cc2cccs2)s1,-5%,1%,-2%,3%,49,i,17%,6%,-2%
COc1ccccc1N=Nc1c(C)[nH]n(-c2ccccc2)c1=O,11%,-23%,?,9%,70,i,2%,18%,2%
C(=N\Nc1cc(N2CCCCC2)ncn1)/c1ccco1,-3%,-4%,6%,-1%,-12,?,54%[activator],0%,8%
CCCCOc1ccc(N2C(=O)C(C)CNC2=S)cc1 (configuration not stated),-22%,-3%,1%,11%,42,i,11%,-17%,4%
COc1ccc(-c2cc(C(F)(F)F)n3nc(C(N)=O)cc3n2)cc1,0%,nt,nt,23%,23,i,nt,-14%,19%
CN(CC(=O)Nc1ccccc1C(F)(F)F)C(=O)Cc1ccccc1F,5%,2%,-11%,13%,2,i,4%,14%,21%
O=C(NCCN1CCC(n2c(=O)[nH]c3ccccc32)CC1)c1c(F)cccc1F,?,nt,nt,4%,-64*,i,7%,?,6%

# Bioassay records as filed in PubChem.
